# AI-2 QS modul: modulators of Vibrio harveyi AI-2 quorum sensing system. AID 2094. 0.4% of 300,000 active. Vibrio harveyi JMH597 AI-2 luminescence/OD600 ratio, 9 h; hits give low values; strain lacks LuxN and CqsS sensors; 0 = neutral-control median. activity change, % at 7.5 µM; in the data active = activity change below about -75%, passing the limit was not always enough; inconclusive = no clear call, values can overlap the other calls;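 also: luminescence divided by OD600 gain over 9 h not by final OD600 alone; inactives centre near 13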
# HSP90 refold inh: HSP90 refolding inhibition in rabbit reticulocyte lysate | luciferase refolding luminescence, 3 h | inhibition, % at 5.6 µM | 0.91% of 290,000 active | AID 1789;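 active = inhibition above the screen-wide mean plus 3 SD, computed separately per campaign, cut at about 16% in these data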;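 also: 0% = DMSO wells and 100% = 60 µM geldanamycin wells; inhibitors lower the luminescence because luciferase stays unfolded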
# HDAC3 inhib: inhibitors of human histone deacetylase 3 | O15379 | recombinant HDAC3, fluorogenic peptide/trypsin coupled, fluorescence | inhibition, % at 8.3 µM | 0.15% of 320,000 active | AID 2718; in the data active = inhibition above about 26%, passing the limit was not always enough; inconclusive = no clear call, values can overlap the other calls
# Target sequence (O15379 whole entry, looked up): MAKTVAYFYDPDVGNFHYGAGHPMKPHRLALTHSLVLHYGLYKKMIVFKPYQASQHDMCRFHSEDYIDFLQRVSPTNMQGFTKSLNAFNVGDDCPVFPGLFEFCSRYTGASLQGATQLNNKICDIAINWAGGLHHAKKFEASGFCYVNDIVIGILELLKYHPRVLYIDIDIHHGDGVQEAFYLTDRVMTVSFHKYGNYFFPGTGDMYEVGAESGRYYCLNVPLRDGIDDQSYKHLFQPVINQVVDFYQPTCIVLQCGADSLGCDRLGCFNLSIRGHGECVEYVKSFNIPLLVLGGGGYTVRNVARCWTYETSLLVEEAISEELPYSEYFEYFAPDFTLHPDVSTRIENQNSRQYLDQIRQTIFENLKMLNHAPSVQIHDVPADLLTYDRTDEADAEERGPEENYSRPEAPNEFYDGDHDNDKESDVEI
# DYRK1A inh: blocks rat Dyrk1A kinase activity; ADP-Glo luminescence, NFATc1 peptide; inhibition, % at 12.5 µM; AID 504441; 0.43% of 310,000 active; in the data active = inhibition above about 50%;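 also: plate controls were vehicle with enzyme for no effect and no enzyme for full effect; many of its hits are not listed in these tables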
# GSK3A inh: inhibitors of human GSK-3 alpha kinase. ADP-Glo luminescence, 60 min. P49840. inhibition, % at 10 µM. 0.1% of 320,000 active. AID 2650;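 in the data active = inhibition above about 50%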;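 also: GST-tagged GSK-3 alpha with peptide substrate and 25 µM ATP; 0% = DMSO neutral wells and 100% = GW8510 positive control wells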
# HSF-1 act: increases HSF-1 driven luciferase reporter signal; 1.7% of 300,000 active; NIH3T3-HGL HSF-1 luciferase reporter, MG132, 8 h; 100% = twice DMSO control signal; AID 504408; activation, % at 9 µM;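 active = mean replicate activation of at least 50% with a set share of replicates each reaching 50%; inconclusive = only one of those two conditions met; inactive = mean below 50% and too few replicates reaching it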;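 also: 0% = median of the neutral control wells and 100% = twice that signal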
# HSF1 inhib: HSF1 inhibition; NIH3T3-HGL HSE-luciferase, MG132-induced, luminescence 8 h; hits give low values; activity change, negative = inhibition, % at 7.5 µM (by protocol); 0.77% of 300,000 active;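 active = more than half of replicate wells show activity change below -50%, luminescence cut by over half; inconclusive = some wells, but at most half, below -50%; inactive = no replicate well below -50%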;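 also: luciferase reports HSF-1 transcriptional activity via heat shock element; 0% = median of DMSO wells and -100% = zero luminescence signal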
# GSK3B inh: inhibitors of human GSK3beta kinase; GST-GSK3beta kinase, ADP-Glo luminescence, 60 min; hits give low values; AID 2097; 0.038% of 300,000 active; activity score (negative = inhibition), % at 10 µM; P49841;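 active = more than half of replicate wells score below -50%, meaning over 50% inhibition versus plate controls; inconclusive = some replicates but at most half score below -50%; inactive = no replicate scores below -50%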;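 also: 0% = median DMSO wells and -100% = median GW8510 positive control wells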
# Target sequence (P49841 whole entry, looked up): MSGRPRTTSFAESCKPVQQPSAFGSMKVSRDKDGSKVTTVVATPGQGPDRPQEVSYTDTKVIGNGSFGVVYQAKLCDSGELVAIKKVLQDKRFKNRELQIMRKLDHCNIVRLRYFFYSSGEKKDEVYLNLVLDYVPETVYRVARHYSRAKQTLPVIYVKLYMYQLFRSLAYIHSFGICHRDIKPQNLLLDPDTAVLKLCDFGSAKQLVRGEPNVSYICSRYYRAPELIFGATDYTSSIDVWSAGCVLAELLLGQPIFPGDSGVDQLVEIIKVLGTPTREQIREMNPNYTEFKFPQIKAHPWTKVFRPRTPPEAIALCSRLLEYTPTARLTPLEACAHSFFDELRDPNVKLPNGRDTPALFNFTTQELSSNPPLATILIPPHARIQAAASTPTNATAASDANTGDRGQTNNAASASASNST
#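 Test system: GST-tagged human GSK3beta kinase, cell-free; evaluation: activity score scaled between in-plate DMSO and GW8510 controls; measured by: ADP-Glo luminescence; incubation: 60 min reaction, RT; benchmarks: DMSO and 20 µM GW8510; reagent: peptide substrate plus 25 µM ATP (final); medium: Tris/MgCl2 kinase buffer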
# Platelet DG rel: modulates dense granule release in human platelets; human platelet-rich plasma, SFLLRN dense granule ATP release, luminescence; 0.22% of 300,000 active; inhibition, %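 (compounds screened at 7.5 µM in platelet-rich plasma)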;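 active = mean replicate score, as percent of positive control, at or above 50; inconclusive = mean below 50 but at least one replicate at or above 50; inactive = mean and every replicate below 50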
# PolyA inhibitor: inhibitors of polyadenylation in S. cerevisiae. S. cerevisiae SKY197-pL101 polyadenylation reporter, beta-gal luminescence; efflux-impaired pdr1/pdr3 knockout yeast; score 100 = 6 SD above DMSO. calls only at 12 µM. 0.02% of 300,000 active. AID 1875;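 active = lowest replicate activity score at least 50, where 100 means six control SD above control mean; inconclusive = lowest score under 50 but half or more replicates reach 50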;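 also: yeast exposed to compound for 9 h at 30 °C; higher score means more reporter readthrough which indicates perturbed polyadenylation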
# The depositor's hits bear a star; i = inactive; ? = inconclusive; / = no result given. Only part of the results is shown; count on the stated rates, not on these rows.
SMILES,AI-2 QS modul,HSP90 refold inh,HDAC3 inhib,DYRK1A inh,GSK3A inh,HSF-1 act,HSF1 inhib,GSK3B inh,Platelet DG rel,PolyA inhibitor
NNC(=O)COc1ccc(-c2n[nH]c(C(F)(F)F)c2-c2ccc(Br)cc2)c(O)c1,25,2,-5,-2,-1,21,-1,-3,1,i
CN1CCC(=C(c2ccc(Cl)cc2)c2ccccn2)CC1,20,-2,2,-1,6,4,-10,3,-10,i
CCOC(=O)N1CCC(NC(=O)CSCc2nc(-c3ccccc3Cl)oc2C)CC1,2,3,4,1,0,44,30,-1,-2,i
CCCCCCCCCc1nc2sc3c(c2c(=O)n1NC(=O)c1ccc([N+](=O)[O-])cc1)CC(C)(C)OC3,64,-1,-1,0,0,-21,-2,-3,12,i
CC1=CC=CC2=NC(=O)CC(C)(C(=O)N(CC(=O)NC3CCCC3)c3ccccc3C)N12 (centres undefined),17,-3,-51,-7,-3,-10,6,1,-5,i
O=C(Nc1c(C(=O)O)oc2ccc(Br)cc12)c1ccccc1,-16,-1,/,2,75*,-13,-4,0,-4,i
CCC(C(=O)OCC(=O)Nc1ccc(C)c(S(=O)(=O)N2CCOCC2)c1)c1ccccc1 (centres undefined),15,/,-9,-5,1,-1,-1,0,-18,i
CCOc1ccc(C(=O)NCCC2=CCCCC2)cc1OCC,19,-5,-4,-2,-12,15,6,-6,2,i
CCOc1ccc2nc3sc(C(=O)N4CCN(C)CC4)c(N)c3cc2c1,17,-1,-2,3,4,9,11,0,0,i
COc1cc(OC)cc(C(=O)NC(=S)Nc2cccnc2)c1,7,5,1,3,8,-5,9,0,4,i
CN1CCN(C(=O)c2ccc(C(C)(C)C)cc2)CC1,9,-3,1,1,-3,-3,2,3,1,i
CCOc1cc(N2CCOCC2)c(OCC)cc1NC(=O)c1nc2nc(C)cc(C)n2n1,19,/,1,0,-1,12,5,0,2,i
Cc1ccc(S(=O)(=O)N2CCCC2)cc1C(=O)O,3,1,-2,1,-2,-2,-5,-1,-2,i
COc1cc2c(cc1OC)CN(C(=O)c1cc(S(=O)(=O)N3CCOCC3)c(Cl)cc1Cl)CC2,34,3,-5,-8,-1,16,2,1,-7,i
O=S(=O)(NCc1cccnc1)c1ccc(Cl)c2ccccc12,17,-4,10,-2,-1,-10,2,2,-3,i
Cc1[nH][nH]c(=O)c1N=Nc1ccc(F)cc1,4,3,-1,16,9,-1,-5,2,7,i
O=C(CN1CCN(c2ccc(O)cc2)CC1)Nc1cc(S(=O)(=O)N2CCCCC2)ccc1Cl,7,-2,6,-5,0,9,0,-5,6,i
COc1ccc(N2CCN(C(=O)CNC(=O)c3cn(-c4ccccc4OC)c(=O)c4ccccc34)CC2)cc1,19,-1,1,/,1,2,4,1,-6,i
CCOC(=O)c1oc2ccccc2c1NC(=O)C(C)(C)C,8,5,0,1,-3,-17,-12,-1,16,i
Cc1cccc(C(=O)c2ccccc2C(=O)O)c1O,37,1,-2,-4,-4,-3,3,-1,-2,i
CCn1nc(C)c(Br)c1-c1nc(CS(=O)(=O)c2ccsc2)no1,10,-5,5,/,-1,9,14,0,10,i
CC(C(=O)N1CCN(c2ccc([N+](=O)[O-])cc2)CC1)N1C(=O)C2CC=CCC2C1=O (centres undefined),8,0,5,4,-1,16,-1,0,0,i
O=C(NNC(=S)Nc1ccc(F)cc1)c1cccc([N+](=O)[O-])c1,23,0,0,/,-6,14,7,6,-7,i
Cc1cc(NC(=O)COC(=O)C2CC(=O)N(c3ccc(Br)cc3)C2)no1 (centres undefined),/,-3,2,16,-1,1,-1,/,13,i
CC(C)N1CCC2(CC1)N=C(c1ccc3c(c1)OCO3)CC(c1cc(Cl)ccc1O)N2 (centres undefined),-51,-4,3,8,-4,31,-2,0,6,i

# Following part.
SMILES,AI-2 QS modul,HSP90 refold inh,HDAC3 inhib,DYRK1A inh,GSK3A inh,HSF-1 act,HSF1 inhib,GSK3B inh,Platelet DG rel,PolyA inhibitor
CCCC(=O)Nc1c2c(nn1-c1ccc(C)cc1)CS(=O)(=O)C2,24,-2,0,1,2,-5,-4,0,2,i
COc1cc(NC(=O)CCN2CCOCC2)cc(OC)c1,-5,-2,3,-3,0,9,1,-2,5,i
Cc1ccc(-c2c(C)n([O-])c3c([n+]2=O)CCCC3)cc1,11,3,-1,-2,-1,-16,-12,1,0,i
O=C(CSc1nc(O)c(Cc2ccccc2)c(=O)[nH]1)Nc1nnc(SCc2ccccc2)s1,18,2,-6,-2,-3,-6,-8,0,0,i
COc1ccccc1NS(=O)(=O)c1ccc(Cl)c(NC(=O)CN2C(=O)c3ccccc3C2=O)c1,20,-4,2,-1,-1,-5,-2,-1,-11,i
COC(=O)CC1C(=O)NCCN1C(=O)CSc1nnnn1-c1ccc(OC)cc1 (centres undefined),4,2,4,-2,-1,4,0,4,8,i
CC(C)(C)[C@@H]1C=C(C(=O)N2CCOCC2)O[C@H](OCc2ccc(CO)cc2)C1,19,3,1,-5,0,-2,-4,-3,-1,i
Cc1ccc(NC(=S)N2CCC(O)CC2)c(C)c1,-7,-1,5,-1,-2,2,-1,-6,15,i
CC(=O)/C(=C/N(C)C)C(=O)Nc1ccc(Cl)cc1Cl,9,-3,-1,3,-1,-37,-21,0,2,i
O=C(Cn1c(=S)[nH]c2ccccc21)c1ccccc1,-2,-3,-1,1,0,-8,-5,-3,?,i
COCCCNC(=S)N/N=C/c1ccccc1O,-7,-2,-2,/,1,/,/,-3,/,i
Cc1ccc(N=C(NOC(=O)c2ccccc2)c2nonc2N)c(C)c1,11,-2,11,-8,0,-5,4,-1,7,i
COc1ccc(Cl)cc1C(=O)Nc1ccc(S(N)(=O)=O)cc1,37,0,7,3,-1,-4,8,-1,-6,i
COc1ccc(Cl)cc1C(=O)n1cnc2ccccc21,8,-3,1,8,1,4,3,1,6,i
COc1cccc(C(=O)COc2ccc(NC(=O)c3ccccc3)cc2)c1,1,-4,/,-1,/,18,11,-1,0,i
COc1ccc(C(=O)CN2C(=O)NC3(CCc4ccccc43)C2=O)cc1 (centres undefined),-7,3,-2,-1,1,-3,1,1,-15,i
CC1CN(CCCOc2ccccc2-c2ccccc2)CC(C)O1 (centres undefined),24,1,/,2,/,-1,-3,2,-4,i
CCc1ccccc1-n1nnc(-c2ccccc2)n1,-2,-2,2,15,-1,0,-3,0,/,i
COc1ccc(OCCNC(=O)c2ccc(C)cc2)cc1,-40,-9,0,4,-2,-4,11,-3,-1,i
COC(=O)c1ccc(N2C(=O)C3CC=CC(C)C3C2=O)cc1 (centres undefined),16,3,-3,-1,-1,5,-2,-1,-3,i
Cc1ccc(C(=O)Nc2cccc(C(=O)NCc3ccco3)c2)cc1,5,0,2,11,-3,3,3,0,-3,i
COc1ccc(C(CNC(=O)CCNC(=O)c2ccccc2OC)N2CCCC2)cc1 (centres undefined),6,/,2,5,-2,8,-2,-6,-2,i
Nc1nc2sc3c(c2c(=O)s1)CCCC3,17,2,1,24,8,25,11,-2,1,i
COC(=O)CCCCCCCC(=O)Nc1nnc(C(F)(F)F)s1,37,0,/,-3,4,13,-1,-4,-2,i
CN(C)c1ccc(C(=S)NCc2ccco2)cc1,16,57*,6,5,1,-7,-2,4,-16,i

# Additional entries
SMILES,AI-2 QS modul,HSP90 refold inh,HDAC3 inhib,DYRK1A inh,GSK3A inh,HSF-1 act,HSF1 inhib,GSK3B inh,Platelet DG rel,PolyA inhibitor
CN1C(=O)COc2ccc(C(=O)c3ccccc3C(=O)O)cc21,18,-2,1,-11,-5,-13,5,2,16,i
CCn1nc(C(=O)OCC(=O)N2c3ccccc3CC2C)c2ccccc2c1=O (centres undefined),33,0,7,4,-1,-2,2,3,3,i
O=C(Nc1ccnn1C1CCN(Cc2cccc(F)c2F)CC1)C1CCCC1,29,3,5,4,1,1,-1,3,-5,i
Cc1nn(CC#N)c(=O)n1-c1cccc(F)c1,21,4,17,1,-1,-8,-4,-2,-2,i
Cc1cc(N=Nc2ccc(Cl)cc2)cc(CN2CCOCC2)c1O,2,-1,7,-2,-1,-18,-3,1,-1,i
COc1cc(CNc2ccc3[nH]c(=O)[nH]c3c2)ccc1OCc1ccc(Cl)cc1,28,-7,3,1,6,83*,58,0,-1,i
O=C(CNc1cccc(Cl)c1)c1ccc(Br)cc1,16,-2,-3,3,1,17,9,-3,-6,i
Cc1ccc(CCNS(=O)(=O)c2ccc3c(c2)NC(=O)C(C)C(=O)N3)cc1 (centres undefined),16,-1,1,-7,2,-15,-5,-5,-1,i
CC(=O)N1CCc2cc(S(=O)(=O)CCC(=O)NCc3ccc(F)cc3)ccc21,27,-2,0,5,-2,3,0,0,-13,i
CCOC(=O)c1ccccc1N1C(=O)CSC1=S,0,7,-8,-5,1,6,6,2,0,i
COc1ccccc1NC(=O)C1CCN(c2ncccn2)CC1,10,-4,-8,3,0,21,-10,1,-2,i
O=C(NCCN1CCOCC1)c1cnn2c1NC(c1cccs1)CC2C(F)(F)F (centres undefined),11,1,3,-7,1,12,2,7,10,i
CCOc1ccc(C(=O)NNC2CC(=O)N(Cc3ccc(Cl)cc3)C2=O)cc1OC (centres undefined),25,-1,-8,/,-2,-4,-12,1,-25,i
CCN1CCN(C(c2nnnn2Cc2ccc3c(c2)OCO3)C(C)C)CC1 (centres undefined),14,2,2,4,-1,-1,-5,2,1,i
O=C(CCNS(=O)(=O)c1ccc2[nH]c(=O)oc2c1)NCc1ccccc1,23,-1,5,-4,0,-5,-3,1,11,i
CCCC1=NN2C(=N)/C(=C\c3cc(C)n(-c4cccc(C)c4)c3C)C(=O)N=C2S1,29,-3,-11,/,-2,-6,-11,-2,-3,i
COc1cc2c(cc1OC)-c1cc(NC3CC3)nc(=O)n1CC2,1,0,-4,18,5,34,4,-2,44,i
CCCCn1c(=O)c(CCC(=O)OC(C)C(=O)Nc2cccc(Cl)c2Cl)nc2ccccc21 (centres undefined),4,2,-3,0,-4,29,8,2,1,i
O=C(Nc1ccccc1F)C1CC1c1ccccc1 (centres undefined),-84*,0,-5,-2,-2,8,-3,8,-7,i
CC/C(=N\Nc1ccc([N+](=O)[O-])cc1[N+](=O)[O-])c1ccc(O)cc1,6,-1,-7,-4,-1,41,14,-5,5,i
O=[N+]([O-])c1cc(/C=N/N2CCN(C3c4ccccc4-c4ccccc43)CC2)ccc1Cl,27,-1,/,-6,/,-4,-7,1,6,i
Cc1ccc(S(=O)(=O)CCC(=O)OCC(=O)N(C)C2CCS(=O)(=O)C2)cc1 (centres undefined),53,/,-5,1,-1,2,-3,2,2,i
O=C1NC(c2ccccc2)=CC(c2ccccc2O)N1 (centres undefined),22,/,1,0,-3,-6,-5,-2,0,i

# Single values from the entries so far:
# Entry for Cc1ccc(S(=O)(=O)CCC(=O)OCC(=O)N(C)C2CCS(=O)(=O)C2)cc1 (centres undefined) in HDAC3 inhib: -5
# Entry for CCOC(=O)c1ccccc1N1C(=O)CSC1=S in GSK3B inh: 2

# High-throughput results as filed in PubChem BioAssay.
